# Screening results from PubChem BioAssay.
# ssDAF-12 act: activates DAF-12 receptor from parasite S. stercoralis | HEK293 ssDAF-12/GRIP1 lit1-tk-luc reporter, luminescence; % of 3 µM dafachronic acid response | activation, % at 6.8 µM | 1% of 370,000 active | AID 652126;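 active means activation above the mean over all tested compounds plus 3 SD, cut at about 0.9% in these data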;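 further: 0% = DMSO-only wells and 100% = 3 µM delta7-dafachronic acid wells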
# hgDAF-12 ag: hgDAF-12 agonism, primary luciferase screen; 1.8% of 370,000 active; HEK293 GAL4-hgDAF12 UAS-luciferase reporter, agonist luminescence; normalized to butyrate control; activation, % at 6.8 µM;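 active means activation above a cutoff set at the mean of all screened compounds plus 3 SD, cut at about 10% in these data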;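 further: 0% = DMSO wells and 100% = sodium butyrate wells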
# SMARCA2 act: SMARCA2 function activation, primary screen; MG213 cells, MMTV-luciferase reporter, dexamethasone, overnight; activation, % at 9.1 µM; 1% of 370,000 active; in the data active means activation above about 7.8%;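 further: 0% = vehicle wells and 100% = reference activator wells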
# DAX1 inh-1: NR0B1 (DAX1) inhibition; P51843; HEK293 Gal4-DAX1 luciferase reporter, luminescence; inhibition, % at 6.75 µM; 0.99% of 340,000 active; AID 504766;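 active means inhibition above the mean over all tested compounds plus 3 SD, cut at about 4.2% in these data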;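 further: 0% = DAX1-transfected cells with DMSO and 100% = empty-vector control cells with DMSO; inhibition shows as a rise in luminescence from relieved DAX1 repression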
# NPR2 activator: GC-B (human) receptor activation | HEK293-GC-B cells, CNP EC30, cGMP TR-FRET; 0% at EC30 CNP, 100% saturating CNP | activation, % at 10 µM | 0.11% of 370,000 active;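 active means activation at 10 µM reaching about 35% in either raw or pattern-adjusted values, limit read from the data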
# Target sequence (P20594 whole entry, looked up): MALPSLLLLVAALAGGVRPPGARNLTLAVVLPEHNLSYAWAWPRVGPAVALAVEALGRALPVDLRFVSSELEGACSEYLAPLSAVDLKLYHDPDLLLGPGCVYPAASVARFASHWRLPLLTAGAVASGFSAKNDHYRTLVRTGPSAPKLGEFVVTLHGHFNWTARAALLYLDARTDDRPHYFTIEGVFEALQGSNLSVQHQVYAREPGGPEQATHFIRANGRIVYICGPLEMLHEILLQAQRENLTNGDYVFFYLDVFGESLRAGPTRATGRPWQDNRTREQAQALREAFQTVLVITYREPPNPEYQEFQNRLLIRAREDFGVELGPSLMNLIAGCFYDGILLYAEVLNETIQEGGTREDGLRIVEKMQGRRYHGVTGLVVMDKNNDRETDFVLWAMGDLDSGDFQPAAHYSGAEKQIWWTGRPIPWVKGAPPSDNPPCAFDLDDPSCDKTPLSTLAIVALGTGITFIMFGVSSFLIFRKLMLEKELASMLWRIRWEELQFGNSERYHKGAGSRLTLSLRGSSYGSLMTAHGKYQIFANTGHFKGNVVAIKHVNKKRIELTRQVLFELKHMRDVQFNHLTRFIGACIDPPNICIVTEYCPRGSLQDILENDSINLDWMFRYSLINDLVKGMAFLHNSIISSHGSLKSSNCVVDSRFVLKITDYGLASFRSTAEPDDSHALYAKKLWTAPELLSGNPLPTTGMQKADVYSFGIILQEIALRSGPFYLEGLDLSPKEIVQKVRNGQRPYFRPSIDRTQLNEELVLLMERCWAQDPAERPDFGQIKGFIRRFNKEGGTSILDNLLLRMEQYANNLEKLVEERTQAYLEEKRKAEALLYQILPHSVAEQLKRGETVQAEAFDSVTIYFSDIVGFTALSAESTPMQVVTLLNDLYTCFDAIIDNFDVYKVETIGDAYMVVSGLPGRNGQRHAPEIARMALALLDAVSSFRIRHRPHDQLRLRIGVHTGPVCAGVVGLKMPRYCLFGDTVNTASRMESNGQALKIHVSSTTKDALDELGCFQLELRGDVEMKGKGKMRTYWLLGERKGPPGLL
# GC-A act: GC-A (human) enzyme activation; P16066; HEK293 GC-A cells, cGMP TR-FRET, EC30 ANP; 0% at EC30 ANP, 100% saturating ANP; activation, % at 10 µM; 0.14% of 370,000 active; AID 1671463; in the data active means activation above about 40%
# GAA850 FXN act: increases GAA850 frataxin promoter reporter activity; 0.56% of 360,000 active; AID 540364; HEK293 lucGAA850 FXN promoter luciferase reporter, 24 h; percent of 10 µM SAHA response; activation, % at 6 µM;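 active means activation above the average of all compounds screened plus 3 SD, cutoff fixed separately per campaign, cut at about 7.5% in these data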;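 further: 0% = DMSO wells and 100% = 10 µM SAHA wells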
# ADAM10 inh: inhibitors of human ADAM10. O14672. recombinant ADAM10, EDANS/DABCYL FRET peptide cleavage, 3 h. inhibition, % at 7 µM. 0.62% of 370,000 active. AID 720582;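 active means inhibition above a per-campaign cutoff equal to the mean of compounds falling between control-based bounds plus 3 SD, cut at about 20% in these data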;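 further: 0% = DMSO wells while the 100% control is not disclosed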
# HGIII-sPLA2 inh: Inhibits HGIII-sPLA2 liposome hydrolysis, primary screen; AID 743126; inhibition, % at 12.2 µM; QFRET BODIPY PC-A2 liposome hydrolysis, fluorescence; 0.56% of 370,000 active;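 active means inhibition above mean plus 3 SD of compounds lying within the high and low control bounds, cut at about 19% in these data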;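 further: 0% = median of test compound wells and 100% = no enzyme DMSO wells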
# hcDAF-12 act: activates DAF-12 receptor from parasite H. contortus; HEK293 hcDAF-12 lit1-tk-luc reporter, luminescence; 0% DMSO, 100% Δ7-dafachronic acid; activation, % at 6.8 µM; 1.4% of 370,000 active; AID 652067;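 active means activation above the mean of all tested compounds plus 3 SD, cut at about 5.5% in these data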;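 further: 100% = response to 3 µM Δ7-dafachronic acid high control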
# DAX1 inh-2: inhibitors of DAX1 repression of SF-1 activated StAR promoter; HEK293T StAR-luciferase reporter, SF-1/DAX-1 repression relief; inhibition, % at 6.8 µM; 1.1% of 370,000 active; AID 652010;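 active means inhibition above the mean over all tested compounds plus 3 SD, cut at about 3.6% in these data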;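 further: 0% = DAX-1 cells with DMSO and 100% = cells lacking DAX-1 with DMSO; higher inhibition means more luminescence from relief of DAX-1 repression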
# * marks the source's active call; other numbers are inactive results; i = inactive; / = no result given. No enrichment for hits; about 6.6% have a hit in one of these screens.
SMILES,ssDAF-12 act,hgDAF-12 ag,SMARCA2 act,DAX1 inh-1,NPR2 activator,GC-A act,GAA850 FXN act,ADAM10 inh,HGIII-sPLA2 inh,hcDAF-12 act,DAX1 inh-2
CCc1cc(Cn2nc(-c3ccccc3)cc2C(=O)O)on1,-0.8,-1.1,2,0.6,1,1,0.8,3,-1,-1.2,0.8
Cc1ccc2c(c1)C(c1ccccc1)N(C(=O)c1cc3ccccc3oc1=O)CC(=O)N2 (configuration not stated),-0.6,-0.1,-1,-0.6,-5,-3,2.3,-14,-4,1.5,0.2
c1coc(-c2nnc(-c3ccc4c(c3)OCO4)o2)c1,-0.3,13*,10*,/,-4,0,/,i,2,3.5,3.7*
O=C(C1CCCC1)N1CCCC(Nc2ccc(F)cc2)C1 (configuration not stated),-1.0,0.5,-2,0.6,-1,0,-0.7,-2,4,-0.1,0.2
Cc1cc(C)c(C)c(S(=O)(=O)N2CCN(Cc3nc4ccccc4[nH]3)CC2)c1C,-0.9,0.0,-4,1.2,-2,-9,0.1,2,-9,0.2,-0.9
O=C(CSc1ccc2ccccc2c1)NCc1cccs1,-1.8,3.2,0,0.9,-3,3,2.0,-3,2,-0.2,0.3
COC(=O)/C(=C(O)\C=C\c1ccccc1[N+](=O)[O-])c1nc2ccccc2[nH]1,-0.8,2.6,-2,-1.0,2,11,-2.1,3,3,0.1,-0.8
CC(C)CC(NC(N)=O)C(=O)Nc1ccc(Oc2ccccc2)cc1 (configuration not stated),-1.4,-0.9,-3,-0.5,0,7,0.9,-1,-2,-2.8,-0.4
Cc1cc(C2=NNC(=NC3CCCCC3)SC2)c(C)n1-c1c(C)n(C)n(-c2ccccc2)c1=O,-1.7,-1.4,1,-0.3,3,0,1.1,-2,-5,0.6,-0.7
COc1ccc(OCCn2cc(/C=C(\C#N)C(=O)NCc3ccco3)c3ccccc32)cc1,-1.1,-1.7,-4,-0.2,-12,-17,2.2,-6,6,-3.1,-0.4
NNC(=O)C1COc2cc3ccccc3cc2O1 (configuration not stated),-0.9,-1.5,-2,-0.1,0,4,1.6,17,-6,-0.5,0.1
CCN1CCN(S(=O)(=O)c2ccc(Cl)c(C(=O)Nc3nnc(CC(C)C)s3)c2)CC1,-1.7,-1.0,-6,-1.0,4,0,1.5,3,2,-1.7,-0.2
Cc1c(C)n2c3c(cccc13)CC2,-0.2,8.1,-4,1.5,3,-1,0.7,2,1,0.1,0.1
O=C(NCCO)NC(=S)c1ccccc1,-0.7,-1.9,-2,1.8,1,6,-0.8,-17,7,-0.4,-0.4
CN(C)c1ccc(/C=N\S(=O)(=O)c2ccccc2)cc1,-1.5,0.0,0,-1.4,2,1,-0.7,6,-1,4.3,0.8

# Exported bar-delimited: 3 of the compounds above.
mol | ssDAF-12 act | hgDAF-12 ag | SMARCA2 act | DAX1 inh-1 | NPR2 activator | GC-A act | GAA850 FXN act | ADAM10 inh | HGIII-sPLA2 inh | hcDAF-12 act | DAX1 inh-2
Cc1cc(C)c(C)c(S(=O)(=O)N2CCN(Cc3nc4ccccc4[nH]3)CC2)c1C | -0.9 | 0.0 | -4 | 1.2 | -2 | -9 | 0.1 | 2 | -9 | 0.2 | -0.9
COc1ccc(OCCn2cc(/C=C(\C#N)C(=O)NCc3ccco3)c3ccccc32)cc1 | -1.1 | -1.7 | -4 | -0.2 | -12 | -17 | 2.2 | -6 | 6 | -3.1 | -0.4
CN(C)c1ccc(/C=N\S(=O)(=O)c2ccccc2)cc1 | -1.5 | 0.0 | 0 | -1.4 | 2 | 1 | -0.7 | 6 | -1 | 4.3 | 0.8

# Other structures follow.
SMILES,ssDAF-12 act,hgDAF-12 ag,SMARCA2 act,DAX1 inh-1,NPR2 activator,GC-A act,GAA850 FXN act,ADAM10 inh,HGIII-sPLA2 inh,hcDAF-12 act,DAX1 inh-2
COC(=O)CN1C(=S)N(c2ccc(OC)cc2)C(=O)/C1=C/c1ccc(OC)cc1,-1.8,-2.1,-1,-1.7,0,-1,4.2,15,-16,-2.7,-0.8
C=CCNC(=O)c1onc(CSc2cccc3ccccc23)c1C(=O)O,-0.4,2.6,0,1.6,-3,-2,0.1,5,-15,-0.8,-0.2
Cn1c(=O)[nH]c(=O)c2c1nc(CN1CCOCC1)n2CCc1ccccc1,-1.4,-1.0,-1,-0.9,-2,-3,-1.7,2,11,0.0,-0.6
COC(=O)c1ccccc1NC(=O)C1CCN(S(=O)(=O)c2cc(OC)ccc2OC)CC1,-1.8,-4.6,-6,-0.3,3,-4,2.8,0,-14,-1.5,-0.4
Cc1ccc(NC(=O)CSc2nnc3ccccn23)cc1S(=O)(=O)N1CCOCC1,-1.4,0.2,-4,1.0,2,4,1.4,-10,-3,-0.3,-0.6
CC(C)c1ccccc1NC(=O)COC(=O)c1cccnc1,-0.9,-0.7,-1,-0.8,-4,-1,-1.6,0,-1,0.1,0.3
Cc1ccc(S(=O)(=O)n2nc(-c3cccnc3)nc2N)cc1,-1.3,2.5,8,1.0,6,-2,0.8,8,9,-0.2,0.4
CN1CCN(C(N)=NC(=O)c2ccccc2)CC1,0.6,1.2,2,0.0,0,3,1.2,8,0,-0.8,0.8
CCc1nc2c(OCc3ccccc3C(=O)OC)cccn2c1N(C)C(=O)c1cccc(OC)c1,-1.3,-2.2,-5,/,0,-2,-2.2,-2,-4,-1.2,-0.7
COc1ccc(NS(=O)(=O)c2cccc(C(=O)N3CCN(Cc4cc(OC)ccc4OC)CC3)c2)cc1,-1.6,-2.9,-4,0.5,0,-1,-1.0,2,-19,-2.5,-4.1
CC1CN(C(=O)C2CCCN2S(=O)(=O)c2ccc(Cl)cc2)CC(C)O1 (configuration not stated),-1.8,-3.3,4,1.8,-3,4,0.9,-5,-2,-2.1,0.4
Cn1cccc1C(=O)OCC(=O)Nc1ccc2[nH]c(=O)[nH]c2c1,-1.2,-2.1,-3,-0.1,2,-4,-0.6,-22,7,-0.8,-0.6
CC(C)n1nc(C(=O)Nc2ccc3c(c2)OCO3)c2ccccc2c1=O,-1.7,2.8,0,-0.1,-4,0,2.8,-2,3,1.1,0.6
COc1ccc(-c2nnc(SCC(=O)c3cccs3)o2)cc1,0.0,10,5,1.6,-2,-1,4.4,2,-37,3.3,2.2
COc1ccc([N+](=O)[O-])cc1/C=N/Nc1nc(N2CCCCC2)nc(N2CCCCC2)n1,-1.0,2.7,-1,0.8,4,-5,5.2,-1,5,-0.5,0.6

# Six of the entries above in order of the ADAM10 inh value, smallest number first.
Compound	ADAM10 inh
Cc1ccc(NC(=O)CSc2nnc3ccccn23)cc1S(=O)(=O)N1CCOCC1	-10
CC1CN(C(=O)C2CCCN2S(=O)(=O)c2ccc(Cl)cc2)CC(C)O1 (configuration not stated)	-5
CCc1nc2c(OCc3ccccc3C(=O)OC)cccn2c1N(C)C(=O)c1cccc(OC)c1	-2
COc1ccc([N+](=O)[O-])cc1/C=N/Nc1nc(N2CCCCC2)nc(N2CCCCC2)n1	-1
CC(C)c1ccccc1NC(=O)COC(=O)c1cccnc1	0
Cn1c(=O)[nH]c(=O)c2c1nc(CN1CCOCC1)n2CCc1ccccc1	2

# (listing goes on)
SMILES,ssDAF-12 act,hgDAF-12 ag,SMARCA2 act,DAX1 inh-1,NPR2 activator,GC-A act,GAA850 FXN act,ADAM10 inh,HGIII-sPLA2 inh,hcDAF-12 act,DAX1 inh-2
N#Cc1cccc(C(=O)N(CCc2ccccc2)Cc2cccs2)c1,-1.6,-2.8,-1,0.8,-3,-11,0.1,3,-2,-0.6,0.0
COC(=O)c1cc(-c2ccc(Oc3ccccc3)cc2)c(=O)n2c1CCC2,-1.9,-2.9,0,/,-6,1,/,-109,-8,-2.5,-1.5
CCc1cccc(NC(=O)Cn2ncn3c(cc4ccccc43)c2=O)c1,0.0,1.0,-1,0.4,-2,3,0.8,-27,-5,6.4*,-0.8
CCOC(=O)c1[nH]c(=O)[nH]c1CSc1ccccn1,-1.2,-0.5,1,1.3,-8,2,-0.1,-4,5,0.1,0.0
Cc1ccc(CSc2sc(C(=O)c3ccccc3)c(N)c2C#N)cc1,-1.3,0.7,-2,3.5,1,-4,0.2,0,6,-0.5,0.2
Cn1nnnc1SCCNC/C=C/c1ccccc1,-0.3,-1.6,-4,-0.2,2,-3,-0.9,-1,7,-0.8,-0.3
O=S(=O)(Nc1cccnc1)c1ccc2c(c1)OCCO2,-2.0,-0.5,1,0.6,2,3,0.2,9,2,-1.2,-0.2
COc1ccc(OCC(O)CNC(=O)Nc2cc(C)cc(C)c2)cc1 (configuration not stated),-1.6,-1.5,-1,-1.0,2,4,2.2,-5,-6,-0.2,-0.7
COc1ccc(OC)c(Nc2ncnc3ccccc23)c1,-1.4,-2.5,-1,0.9,-3,0,0.8,4,5,-2.0,0.8
CCOC(=O)C1C(=O)OC(C)(C)C1C(C)C(=O)c1ccccc1 (configuration not stated),-0.3,-0.1,0,0.4,-1,6,-1.7,1,4,-0.1,0.1
Cc1cc(Cl)c(S(=O)(=O)N2CCN(c3ccccn3)CC2)cc1OCC(=O)NC1CCCCC1,-3.0,-6.9,-5,-4.0,-4,-12,-3.2,10,-16,-4.7,-2.5
C=CCN1C(=O)c2n[nH]c(C)c2C1c1ccc(C)cc1 (configuration not stated),-0.8,-1.4,3,/,10,3,/,-3,-1,0.6,-0.5
COc1ccc(CC(=O)Nc2cccc(Cl)c2C)cc1S(=O)(=O)N1CCOCC1,-1.5,-2.5,-1,-0.3,1,2,0.6,-6,2,-0.9,-0.7
CCCCCCCCC(=O)NNC(=O)c1c(O)c2ccccc2n(CC)c1=O,-1.5,5.9,-2,-2.0,-3,0,-0.2,-11,-1,-1.0,0.3
O=C(O)c1ccccc1-c1nc2ccccc2c(=O)[nH]1,0.2,1.8,-2,0.8,2,4,3.3,8,4,-1.0,0.4
COc1cccc(NC(=O)C2CCCN2C(=O)NCc2ccccc2)c1 (configuration not stated),-1.0,2.1,-7,/,-6,4,/,-13,17,-2.0,-0.4
Cc1cccc(N(CC(=O)NCCc2ccccc2)C(=O)c2csnn2)c1,-1.3,0.9,0,0.7,0,1,-1.0,6,0,-2.2,-0.3
OCCN1CCN(c2cc(-c3ccccc3)c3ccccc3n2)CC1,0.3,-2.8,-4,-0.1,-4,1,1.4,-124,-11,-3.1,-0.5
CC(C)(C)NC(=O)Cn1c(SCC(N)=O)nc2ccccc21,-1.1,1.0,0,3.4,3,3,0.0,2,0,-1.2,-0.1
Cc1c(C(=O)Nc2ccc3c(c2)OCCO3)sc2nc(-c3ccccc3)cn12,-3.1,-7.4,-6,-4.5,-3,7,-2.1,9,-2,-4.7,-2.9
C[C@H](NC(=O)c1cc2c([nH]c3ccccc32)c(-c2ccccc2)n1)C(=O)O,-0.3,-0.6,2,0.4,-3,-4,0.9,-466,-5,1.1,-0.1
CCOC(=O)c1c(CN2CCN(CCO)CC2)n(C)c2cc(Br)c(OC)cc12,-2.1,1.9,2,-0.4,-11,-9,8.2*,0,-7,1.2,-0.1
CCOc1ccc(NC(=S)NC2CC3CCC(C2)N3Cc2ccco2)cc1 (configuration not stated),-1.9,4.9,-3,-0.8,4,5,-1.9,-4,-1,-1.4,-0.3
